NPSR antagonist: neuropeptide S receptor (human) antagonism, cAMP; Q6W5P4; CHO-NPSR cells, cAMP TR-FRET, antagonist mode; Potency, µM (top dose mostly 38.3 µM), without a hit: at the top dose activity change, negative = inhibition, usual class: inhibitors; 220,000 compounds, 1% hits; AID 1461; further: on the % scale 0 is the no-effect control and ±100 the full control effect; nearly all actives have a fitted effect of over 50% in size; many of its hits are not listed in these tables
Target sequence (Q6W5P4 whole entry, looked up): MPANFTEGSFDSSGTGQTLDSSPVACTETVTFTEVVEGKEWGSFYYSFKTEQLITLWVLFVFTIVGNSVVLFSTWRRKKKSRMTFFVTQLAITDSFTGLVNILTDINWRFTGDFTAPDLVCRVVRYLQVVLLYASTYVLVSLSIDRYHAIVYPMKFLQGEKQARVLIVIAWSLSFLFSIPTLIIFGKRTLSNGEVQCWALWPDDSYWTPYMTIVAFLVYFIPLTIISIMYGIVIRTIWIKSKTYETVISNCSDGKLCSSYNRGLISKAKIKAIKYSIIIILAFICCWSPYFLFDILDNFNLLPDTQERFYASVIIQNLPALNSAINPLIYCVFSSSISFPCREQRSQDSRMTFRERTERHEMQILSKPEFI
IMPase Li inh: cell-permeable IMPase inhibitors with lithium potentiation | CHO-M1 cells, IP1 TR-FRET (IP-One), carbachol + lithium | Potency, µM (series often up to 59.4 µM), inactives show top-dose activity, negative = IMPase inhibition, actives largely listed as inhibitors | 210,000 compounds, 0.35% hits;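 further: IP1 builds up when IMPase is blocked and the TR-FRET signal falls; plate controls were basal vehicle for no effect and high inhibitor control for full effect; nearly all actives have a fitted effect of over 50% in size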
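IP1 accumulation measured by competitive TR-FRET in lysed CHO-M1 cells after 30 min compound exposure at 37C, with a small lithium addition to potentiate weak responses. Hill-equation AC50 from ratio and donor-channel data.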
RECQ1 inh: blocks DNA unwinding by human RECQ1 | Potency, µM (highest dose often 57.3 µM), inactives show at the highest dose activity, negative = inhibition, most hits filed as inhibitors | 240,000 compounds, 0.54% hits | P46063 | RECQ1 DNA unwinding, red fluorescence kinetic read;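 further: plate controls were vehicle for no effect and no enzyme for full effect; nearly all actives have a fitted effect of over 30% in size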
Target sequence (P46063 whole entry, looked up): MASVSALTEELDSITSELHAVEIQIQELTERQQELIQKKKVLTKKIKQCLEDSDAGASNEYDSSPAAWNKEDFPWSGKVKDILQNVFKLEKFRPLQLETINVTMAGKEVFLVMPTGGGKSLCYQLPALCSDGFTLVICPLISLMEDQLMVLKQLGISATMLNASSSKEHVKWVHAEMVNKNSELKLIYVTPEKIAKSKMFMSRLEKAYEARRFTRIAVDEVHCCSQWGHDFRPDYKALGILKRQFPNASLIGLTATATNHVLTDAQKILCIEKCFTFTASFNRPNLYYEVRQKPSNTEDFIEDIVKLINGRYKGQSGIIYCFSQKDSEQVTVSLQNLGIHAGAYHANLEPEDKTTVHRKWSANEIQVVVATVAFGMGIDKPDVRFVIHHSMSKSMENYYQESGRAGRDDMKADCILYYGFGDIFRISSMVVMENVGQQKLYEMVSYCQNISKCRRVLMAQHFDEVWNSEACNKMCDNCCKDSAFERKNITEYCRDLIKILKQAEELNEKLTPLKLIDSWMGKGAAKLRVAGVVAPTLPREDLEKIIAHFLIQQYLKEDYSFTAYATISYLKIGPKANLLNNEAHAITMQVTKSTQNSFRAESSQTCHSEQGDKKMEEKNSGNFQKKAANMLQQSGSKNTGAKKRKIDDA
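RECQ1T1 50 nM; forked duplex (20 bp + 30-nt ss tails) 200 nM, ATP 2 mM final; pH 8.0, 2 mM MgCl2, 2.5 ug/ml poly(dI-dC); 15 min compound preincubation; discontinuous kinetic read over 2 h at RT.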
SMN2 splice up: SMN2 splice variant enhancement; 210,000 compounds, 2.8% hits; Potency, µM (series often up to 46.1 µM), inactives show top-dose activity change, positive = activation, most hits filed as activators; HEK293 SMN2-luciferase splicing reporter, luminescence, 30-36 h; further: % of control where 0% means no effect; nearly all actives have a fitted effect of over 55% in size
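qHTS luciferase splicing reporter: luminescence rises when SMN2 exon 7 is included in transfected HEK293 cells. Compound exposure lasted 30-36 h at 37C, with 4.5 mM final sodium butyrate as control, followed by a ONE-Glo read.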
Epigenetic derep: regulators of epigenetic silencing causing reporter derepression in mouse cells; Potency, µM (top dose mostly 53.9 µM), without a hit: at the highest dose GFP activation, usual class: activators; murine LDR cells, GFP reporter derepression, 30 h; 280,000 compounds, 0.2% hits; AID 1865; further: % of control where 0% means no effect; nearly all actives have a fitted effect of over 60% in size
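Murine LDR cells bearing a silenced CMV-driven GFP reporter were exposed to compound for 30 h at 37 C. After PBS washes, GFP-positive cells (20-120 um objects) counted by laser-scanning microplate cytometry.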
RGS12 GoLoco inh: inhibitors of human Gai1-RGS12 GoLoco interaction (red fluorophore); P63096; Gai1:RGS12 GoLoco peptide FP, rhodamine, 10 min; Potency, µM (top dose mostly 61.6 µM), inactives show at the highest dose activity, negative = inhibition, usual class: inhibitors; 230,000 compounds, 0.44% hits; active means well fitted inhibition curve with a large enough effect, not every such curve was filed as active; inactive means no such curve, though single readings can be large or run the other way; further: on the % scale 0 is the no-effect control and ±100 the full control effect; nearly all actives have a fitted effect of over 30% in size; many of its hits are not listed in these tables
KinaseGlo FLuc: Kinase-Glo luciferase inhibition (counter-screen); Q27757; 200,000 compounds, 0.28% hits; Potency, µM (top dose mostly 38.3 µM), inactives show top-dose activity change, negative = inhibition, usual class: inhibitors; AID 1379; Kinase-Glo luciferase, ATP luminescence, 8 min; further: on the % scale 0 is the no-effect control and ±100 the full control effect; nearly all actives have a fitted effect of over 60% in size
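Kinase-Glo luciferase light output from ATP and luciferin was measured with 10 uM ATP, within the enzyme's linear range. Buffer: 50 mM imidazole pH 7.2, 50 mM KCl, 7 mM MgCl2, 0.01% Tween 20, 0.05% BSA; luminescence read after 8 min at ambient temperature.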
JMJD2E inh: JMJD2E (human) inhibition | B2RXH2 | JMJD2E catalytic domain, FDH-coupled NADH fluorescence (FDH is formaldehyde dehydrogenase) | Potency, µM (series often up to 57.1 µM), without a hit: at the top dose activity change, negative = inhibition, actives largely listed as inhibitors | 230,000 compounds, 1.6% hits | AID 2147; active means well fitted inhibition curve with a large enough effect, not every such curve was filed as active; inconclusive means small, poorly fitted or top-dose-only effect, or another doubt; inactive means no such curve, though single readings can be large or run the other way;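 further: 0% = wells with enzyme and -100% = buffer wells without enzyme; nearly all actives have a fitted effect of over 50% in size; many of its hits are not listed in these tables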
Active calls of the source: *; i = inactive; u = inconclusive; x = not tested or not shown; [ ] = dose if it differs, or a comment. Unless noted, the call rests on the fitted dose curve; in most records, active means well fitted curve in the direction sought with a large enough effect; inconclusive means small, poorly fitted or top-dose-only effect, or another doubt; inactive means no such curve, though single readings can be large; an effect the other way counts as inactive or inconclusive. Potency means the concentration at half of the fitted maximal effect. Some of the compounds tested. The share of hits here may be higher or lower than overall.

SMILES | NPSR antagonist | IMPase Li inh | RECQ1 inh | SMN2 splice up | Epigenetic derep | RGS12 GoLoco inh | KinaseGlo FLuc | JMJD2E inh
CCOC(=O)C1=NN(c2ccc(OC)cc2)C(c2ccccc2)CC1=O (stereo unspecified) | -17%[46.1 µM] | 38%[activator] | -1% | -22% | 0.0% | 13% | -5% | 0%
O=c1c2ccccc2nc2n1C(CSc1ccc(Cl)cc1)CN2 (stereo unspecified) | 4%[46.1 µM] | 5%[38.3 µM] | i | 12% | -0.8% | -2% | -1% | -5%
COc1ccc(O)c(-c2cc(-c3cccs3)[nH]n2)c1 | -26%[46.1 µM] | 6%[38.3 µM] | -22% | u | -1.4% | 12% | -1% | -6%
O=[N+]([O-])c1ccc(CSc2nnc(SCc3ccccc3)s2)cc1 | -3% | 14% | -1% | -6% | -3.2% | 1% | 0% | 3%
CCCCCCNC(=O)C(C#N)c1nc2ccccc2nc1N1CCCC1 (stereo unspecified) | -14%[46.1 µM] | 20%[38.3 µM] | -4% | u | 8.6% | 31%[activator] | -3% | u
CCN(CC)c1ccc(/C=N/OCC(=O)N2CCCc3ccccc32)cc1 | -26% | 5% | -14% | 11% | 0.0% | 2% | 4% | u
COc1ccc2nc(-c3ccco3)c(-c3ccco3)nc2c1 | -16%[46.1 µM] | 43%[activator][38.3 µM] | u | 5% | 5.5% | 10% | -8% | u
CC(CCc1ccccc1)NC(=O)COC(=O)c1cccc2ccccc12 (stereo unspecified) | -25% | 4% | -7% | 29% | 1.1% | 2% | 0% | u
CC(=O)NCCOc1ccc2oc3ccccc3c2c1 | 8%[46.1 µM] | 2%[38.3 µM] | i | 5% | -0.7% | -4% | 2% | -2%
Oc1ccc(C=Nc2ccc3ncccc3c2)c(O)c1 | 15%[7.67 µM] | 5%[38.3 µM] | u | 3% | 4.1% | 80%[activator] | -9% | 4.5µM*

Taken from above.
For RGS12 GoLoco inh, CC(CCc1ccccc1)NC(=O)COC(=O)c1cccc2ccccc12 (stereo unspecified) is entered as 2%
For SMN2 splice up, COc1ccc2nc(-c3ccco3)c(-c3ccco3)nc2c1 is entered as 5%
For SMN2 splice up, O=[N+]([O-])c1ccc(CSc2nnc(SCc3ccccc3)s2)cc1 is entered as -6%

(listing goes on)
SMILES | NPSR antagonist | IMPase Li inh | RECQ1 inh | SMN2 splice up | Epigenetic derep | RGS12 GoLoco inh | KinaseGlo FLuc | JMJD2E inh
CC(C)NC(=O)NC(=O)COC(=O)c1cccc(S(=O)(=O)N2CCCCC2)c1 | 9% | -1% | i | 1% | -0.8% | -6% | 0% | -3%
Cc1nn(C)c(Oc2ccccc2)c1CCNC(=O)CC(C)C | 10% | 0% | i | -21% | -1.9%[10.1 µM] | 20% | 4% | u
COC(=O)CN1C(=O)C(O)=C(C(C)=O)C1c1ccc([N+](=O)[O-])cc1 (stereo unspecified) | -9%[46.1 µM] | 7%[38.3 µM] | i | 0% | -4.7% | 8% | -1% | -1%
O=C(COC(=O)[C@H](Cc1c[nH]c2ccccc12)NC(=O)c1ccc(Cl)cc1)Nc1ccc2c(c1)OCO2 | -15%[46.1 µM] | 19%[38.3 µM] | -8% | -5% | -4.2% | 13% | 6% | 5%
O=C(c1cc2ccccc2oc1=O)N(Cc1cccs1)CC1CCCO1 (stereo unspecified) | -9% | 26% | i | 13% | 1.1% | 7% | -1% | 3%
CCOc1ccccc1C(=O)N(C)Cc1cc2ccccc2[nH]c1=O | 0%[46.1 µM] | -19%[38.3 µM] | -2% | -18% | 1.5% | -10% | -2% | u
O=C(NCc1cccc(Cl)c1)c1ccc(-c2csnn2)cc1 | 10% | x | -1% | x | -0.4% | -10% | x | -9%
CC(C)(C)c1cc(C(F)(F)F)n2ncc(-c3ccccc3)c2n1 | -42% | 18% | -10% | -9% | 0.9% | -5% | 2% | 4%
c1ccc(-c2nnn(CCN3CCCCC3)n2)cc1 | x | -1% | x | -11%[9.22 µM] | x | 3%[14.2 µM] | 1%[7.66 µM] | x
COc1ccc(NC2c3ncccc3C(=O)N2Cc2ccccc2)c(OC)c1 (stereo unspecified) | -13%[46.1 µM] | 4% | 13% | 19% | -0.8% | -12% | 2% | u
Nc1cccc2c1C(=O)N(C(=O)/C=C/c1ccc(F)cc1)C2=O | 11% | 3% | -2% | -3% | u | 8% | -2% | u
C=CCn1c(O)c(N=Nc2ccccc2C)c2ccccc21 | -14% | 9% | -4% | x | 6.1% | -6% | -3% | -19%
CC(=O)N[C@@H]1CONC1=O | x | 1% | x | -4%[9.22 µM] | x | -7%[14.2 µM] | 0%[7.66 µM] | x
CN1c2ccccc2Oc2nnc(N3CCN(Cc4ccccc4)CC3)cc21 | 7% | 17% | -6% | x | -5.7% | 6% | 0% | u
CC(=O)O[C@]12CC[N@+]3(C)CCCC[C@@H]3[C-]1Nc1ccccc12 | x | 5% | x | 4%[9.22 µM] | x | -1%[14.2 µM] | -2%[7.66 µM] | x
OCCN(CCO)c1ccc(C(c2ccccc2Cl)c2ccc(N(CCO)CCO)cc2Cl)c(Cl)c1 | -27%[46.1 µM] | x | -13% | x | -0.9% | x | x | -20%
Cc1ccc(-c2csc(NC(=O)CCNC(=O)c3ccc(Cl)cc3)n2)cc1 | -42% | -11% | 14% | 7% | 3.5% | 8% | 1% | -5%
COCCn1c(=NC(=O)c2sc3ccccc3c2Cl)sc2cc(S(N)(=O)=O)ccc21 | -28% | 11µM* | -3% | 7% | 15% | 11% | -1% | u
Cc1ccc(-c2noc(CCC(=O)Nc3cccc(C#N)c3)n2)cc1 | -6%[46.1 µM] | 7%[38.3 µM] | 4% | -18% | 0.8% | -6% | 0% | 4%
O=C1Nc2ccccc2N(O)N1c1ccc(S(=O)(=O)Nc2ccccn2)cc1 | 4% | -4% | 13% | -5% | 1.1% | 6% | -1% | u
O=C(NN=C1CCC(c2ccccc2)CC1)c1ccccc1-n1cccc1 (stereo unspecified) | 2%[46.1 µM] | -3% | -2% | -16% | 0.0% | 8% | 4% | -4%
Cc1onc(-c2ccccc2)c1C(=O)NCC1COc2ccccc2O1 (stereo unspecified) | -5%[46.1 µM] | 24%[38.3 µM] | -8% | 23% | -1.0% | -2% | -1% | 3%
CCCOCC1CC(CCc2nc(=S)[nH][nH]2)C(=O)O1 (stereo unspecified) | 12% | 11% | 0% | u | -1.8% | 1% | -2% | 1%
Cc1cc2cc(CNC(=O)C3CCCC3)ccc2n1C | 15% | x | i | x | 1.0% | -1% | x | -24%
Cc1ccc(/C=C2\SC(=S)N(/N=C/c3cc([N+](=O)[O-])ccc3O)C2=O)o1 | -41% | 25% | -2% | x | -2.5% | 59%[activator] | x | 5%
COc1ccccc1N1CCN(c2ncc(C(=O)N3CCN(c4cccc(Cl)c4)CC3)c3ccccc23)CC1 | 16% | 9% | 0% | -70%[inhibitor] | -2.6% | -1% | -1% | u
COc1ccc(CCn2c(O)cc3nn(-c4nc5ccccc5s4)c(=O)c-3c2C)cc1 | -6% | x | 25µM* | x | -0.1% | 62%[activator] | x | 28µM*
Cc1cccc(NC(=S)N2CCN(C(=O)C3CCCO3)CC2)c1 (stereo unspecified) | 9% | -3% | -1% | x | -1.8% | 0% | -2% | -7%
CCOC(=O)C1(Cc2ccccc2C)CCCN(C(=O)c2ccccn2)C1 (stereo unspecified) | -9% | 9% | -9% | x | -1.2% | 2% | 2% | 3%
Clc1ccc(CSc2nnc(Cn3cnc4ccccc43)o2)cc1 | -21%[46.1 µM] | 26%[38.3 µM] | -15% | -75%[inhibitor] | -7.9% | -21% | -2% | 2%
CCCOc1ccc(Cc2c(COCC)[nH]c(=S)[nH]c2=O)cc1 | 18% | -7% | -10% | x | 0.1% | 15% | -2% | 0%
CC(C)CC(=O)N1CCN(Cc2cccc(F)c2)CC1 | -8%[46.1 µM] | -4%[38.3 µM] | 5% | -7% | 5.6% | 0% | -5% | -10%
Cc1ccc(NC(=O)c2ccc(C(C)(C)C)cc2)cc1[N+](=O)[O-] | -4% | 7% | 2% | 15% | -1.9% | 0% | -3% | -5%
CC(=O)c1ccc(N2CCN(Cc3nc(Cc4ccccc4)no3)CC2)cc1 | 30% | 6% | 5% | x | 1.8% | 1% | -1% | -3%

Complete entries as entered above.
Shown for CCCOc1ccc(Cc2c(COCC)[nH]c(=S)[nH]c2=O)cc1 → NPSR antagonist: 18%; IMPase Li inh: -7%; RECQ1 inh: -10%; SMN2 splice up: x; Epigenetic derep: 0.1%; RGS12 GoLoco inh: 15%; KinaseGlo FLuc: -2%; JMJD2E inh: 0%
Shown for CC(=O)c1ccc(N2CCN(Cc3nc(Cc4ccccc4)no3)CC2)cc1 → NPSR antagonist: 30%; IMPase Li inh: 6%; RECQ1 inh: 5%; SMN2 splice up: x; Epigenetic derep: 1.8%; RGS12 GoLoco inh: 1%; KinaseGlo FLuc: -1%; JMJD2E inh: -3%

Another view of three compounds above.
Structure	NPSR antagonist	IMPase Li inh	RECQ1 inh	SMN2 splice up	Epigenetic derep	RGS12 GoLoco inh	KinaseGlo FLuc	JMJD2E inh
CCCOc1ccc(Cc2c(COCC)[nH]c(=S)[nH]c2=O)cc1	18%	-7%	-10%	x	0.1%	15%	-2%	0%
CC(C)CC(=O)N1CCN(Cc2cccc(F)c2)CC1	-8%[46.1 µM]	-4%[38.3 µM]	5%	-7%	5.6%	0%	-5%	-10%
Cc1ccc(NC(=O)c2ccc(C(C)(C)C)cc2)cc1[N+](=O)[O-]	-4%	7%	2%	15%	-1.9%	0%	-3%	-5%

Source: PubChem
